Assay outcomes from PubChem BioAssay.
Shn3 3UTR inh: reduces Shn3 3'UTR luciferase signal in osteoblasts; inhibition, % at 12.5 µM; Clone20 osteoblast Shn3 3'UTR firefly luciferase, 24 h; 0.52% of 360,000 active; AID 588674;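 active = mean inhibition of at least 75% with every replicate also reaching 75%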;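 also: 0% = median of neutral control wells and 100% = pilot-screen positive control compound; some compounds past the cut are filed as inactive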
CF NFkB block: inhibitors of cystic fibrosis induced NF-kB; 0.86% of 360,000 active; KKLEB NF-kB-GFP reporter, PAF-induced, GFP fluorescence overnight; inhibition, % at 5 µM; AID 588850;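 active = at least 50% inhibition at 5 µM, scaled per plate between neutral and stimulator controls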;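 also: PAF is a Pseudomonas aeruginosa culture filtrate used as stimulus; plate controls were PAF-stimulated DMSO wells for no effect and unstimulated DMSO wells for full effect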
TWEAK-Fn14 inh: TWEAK-Fn14 signaling inhibition; 2% of 360,000 active; TWEAK-stimulated Fn14 reporter cells, luciferase luminescence, 8 h; inhibition, % at 10 µM; AID 1159606; in the data active = inhibition above about 50%
TROY NFkB inh: blocks TROY-dependent signaling in reporter cells | inhibition, % at 10 µM | 0.98% of 360,000 active | Q293 LMP1-TROYcd NF-kB luciferase reporter, 4 h;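 active = compounds whose plate-normalised and pattern-corrected inhibition of the luciferase reporter signal at the single screening dose is 50% or more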
NR5A2 inv ag: inverse agonists of human LRH-1 (NR5A2); O00482; AID 602396; inhibition, % at 3.6 µM; HEK293T StAR-luciferase reporter, LRH-1 transfected, 24 h; 0.13% of 360,000 active;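 active = inhibition above the mean inhibition of all tested compounds plus 3 SD, cut at about 73% in these data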;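 also: 0% = DMSO wells and 100% = reporter-only cells lacking LRH-1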
Target sequence (O00482 whole entry, looked up): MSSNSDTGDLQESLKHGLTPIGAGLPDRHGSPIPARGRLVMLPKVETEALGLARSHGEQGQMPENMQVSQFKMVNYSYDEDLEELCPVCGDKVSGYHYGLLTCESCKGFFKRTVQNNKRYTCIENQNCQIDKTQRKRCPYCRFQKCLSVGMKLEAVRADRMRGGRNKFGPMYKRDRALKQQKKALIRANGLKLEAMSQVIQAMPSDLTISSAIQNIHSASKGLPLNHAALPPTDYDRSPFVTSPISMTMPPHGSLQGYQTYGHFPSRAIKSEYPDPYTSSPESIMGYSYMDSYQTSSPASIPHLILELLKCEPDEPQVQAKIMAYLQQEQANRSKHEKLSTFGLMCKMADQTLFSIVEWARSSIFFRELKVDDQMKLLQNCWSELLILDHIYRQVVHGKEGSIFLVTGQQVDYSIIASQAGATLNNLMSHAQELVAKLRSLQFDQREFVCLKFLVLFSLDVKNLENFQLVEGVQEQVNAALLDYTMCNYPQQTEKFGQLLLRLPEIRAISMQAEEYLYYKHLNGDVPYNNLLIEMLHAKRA
COUP-TFII inh: inhibitors of human COUP-TFII (NR2F2); HEK293T NGFI-A luciferase reporter, luminescence; P24468; inhibition, % at 8.6 µM; 0.7% of 370,000 active;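 active = inhibition above a per-plate cutoff, mean inhibition of test wells between control levels plus 3 SD, cut at about 38% in these data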;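 also: cells cotransfected with COUP-TFII expression vector driving the NGFI-A reporter; 0% = median of COUP-TF2 test wells and 100% = reporter-only cells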
Target sequence (P24468 whole entry, looked up): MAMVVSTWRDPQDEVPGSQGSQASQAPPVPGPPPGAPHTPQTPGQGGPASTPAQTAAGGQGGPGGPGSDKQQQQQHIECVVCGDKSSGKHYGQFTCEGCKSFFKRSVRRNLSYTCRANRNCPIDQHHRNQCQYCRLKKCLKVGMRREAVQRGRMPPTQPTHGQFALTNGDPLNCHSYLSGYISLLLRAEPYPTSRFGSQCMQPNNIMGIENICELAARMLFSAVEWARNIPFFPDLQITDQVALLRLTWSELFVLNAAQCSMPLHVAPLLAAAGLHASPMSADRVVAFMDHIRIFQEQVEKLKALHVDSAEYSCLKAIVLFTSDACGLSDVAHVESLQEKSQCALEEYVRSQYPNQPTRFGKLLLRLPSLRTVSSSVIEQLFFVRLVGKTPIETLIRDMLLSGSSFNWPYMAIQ
TRAIL sens C8: caspase-8 TRAIL sensitization; 1% of 360,000 active; inhibition (viability loss, TRAIL sensitization), % at 10 µM; NB7+C8 cells + TRAIL, ATPlite viability luminescence;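 active = compounds causing at least 50% loss of cell viability in the single-dose screen, relative to plate controls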
NCOA3 inh: human NCOA3 inhibition; Q9Y6Q9; inhibition, % at 3.6 µM; 0.17% of 360,000 active; AID 588352; HEK293 GAL4-SRC3 luciferase reporter, luminescence;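 active = inhibition above a per-campaign cutoff, the mean of all compounds plus 3 SD, cut at about 60% in these data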;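 also: 0% = DMSO-treated cells and 100% = gossypol-treated cells at 36 µM; higher means less SRC3-driven luciferase light from the GAL4 reporter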
EBV LMP1 NFkB: Epstein-Barr LMP1 NF-kappaB reporter inhibition; inhibition, % at 12.5 µM; 0.69% of 350,000 active; LMP1-induced NF-kappaB luciferase reporter cells, luminescence; in the data active = inhibition above about 41%;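 also: 0% = neutral control wells and 100% = reference inhibitor control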
KKLEB tox: CF airway cell cytotoxicity counter-screen | AID 602141 | 0.36% of 360,000 active | KKLEB CF airway cells viability, ATPlite luminescence, overnight; active compounds read low; cells stimulated with P. aeruginosa culture filtrate | activity change (cytotoxicity), % at 5 µM;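 active = corrected activity change at or below -50% at 5 µM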
NCOA1 inh: inhibitors of human steroid receptor coactivator 1 (SRC1) | AID 588354 | 0.12% of 360,000 active | inhibition, % at 3.6 µM | Q15788 | HEK293 GAL4-SRC1 luciferase reporter, luminescence;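 active = inhibition above the campaign mean plus 3 SD, with each screening campaign given its own cutoff, cut at about 60% in these data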;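 also: 0% = DMSO treated cells and 100% = gossypol at 36 µM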
The depositor's hits bear a star; / = no result given. Not all compounds are listed; rates above refer to the full screens.

No.	SMILES	Shn3 3UTR inh	CF NFkB block	TWEAK-Fn14 inh	TROY NFkB inh	NR5A2 inv ag	COUP-TFII inh	TRAIL sens C8	NCOA3 inh	EBV LMP1 NFkB	KKLEB tox	NCOA1 inh
1	Cc1ccc(C(=O)Nc2sc3c(c2C(=O)NCc2ccco2)CCCC3)cc1	-65	9	2	7	-21	-15	-1	-35	0	1	-35
2	O=C1NC(=S)N/C1=C/c1cccc2ccccc12	-48	2	-29	-31	-27	-31	-10	0	-32	4	7
3	CCCC(C)C(=O)Nc1nc(C)c(-c2csc(Nc3cc(Cl)ccc3C)n2)s1 (stereo not given)	55	-8	7	-3	19	4	-10	-1	10	-1	4
4	O=C(O)C1CC(=O)N(CCOc2ccccc2)C1 (stereo not given)	-7	10	1	9	4	4	-17	0	7	-26	-8
5	Cc1ccc(-n2c(SCC(N)=O)nc3c(oc4ccccc43)c2=O)cc1	-8	-6	6	-5	-15	6	-4	-11	3	1	-7
6	Cc1ccc(NC(=O)c2ccccc2F)cc1S(=O)(=O)N1CCCCCC1	14	-14	8	9	0	6	20	6	5	-1	9
7	O=C(CNC(=O)c1sc2ccccc2c1Cl)NCc1ccc(F)cc1	3	16	10	10	-1	21	-19	13	0	-20	-29
8	CCOc1cc(C)c(Cl)cc1S(=O)(=O)n1nnc2ccccc21	-10	4	-8	-13	-27	-1	-6	9	1	-17	12
9	CCOC(=O)C1=CN(Cc2cccc(F)c2)S(=O)(=O)N(CC)C1c1cccc(OC)c1 (stereo not given)	-15	12	14	-11	-21	-14	2	17	7	-6	10
10	CC1(C)CC(NC(=O)c2ccc3c(c2)OCO3)CC(C)(C)N1	6	-3	-1	-3	5	-17	-7	10	-22	6	10
11	CCn1c(CCNC(=O)c2ccc(OC)cc2)nnc1SCc1ccc(Cl)c(Cl)c1	31	-11	14	19	-3	11	6	2	0	1	8
12	Cc1ccc(NC2=CC(=O)C(=O)c3ccccc32)cc1	5	59*	16	-18	-82	-35	91*	-64	-17	-29	-90
13	Cc1ccccc1C(=O)Nc1ccc(N2CCN(C(=O)c3ccco3)CC2)cc1	14	-3	21	-14	-6	4	8	-11	1	1	-24
14	CC(C)(C)NC(=O)COC(=O)CNC(=O)c1cc(Cl)cc([N+](=O)[O-])c1	22	4	14	-7	-1	6	-3	7	-7	1	-21
15	CCc1ccc(N=C2N=C(N)c3ccccc32)cc1	-83	26	19	-51	-29	-4	38	-48	-33	-27	-72
16	O=C(NC1CCCCC1)n1c(=O)oc2ccc(Cl)cc21	-22	-15	-10	9	-17	-12	-8	-13	-13	-5	-13
17	Cc1ccc(NC(=O)CS(=O)CC(=O)N(CC(=O)NC2CCCC2)c2cccc(C)c2C)cc1 (stereo not given)	15	-15	-1	-13	5	4	-4	18	-7	3	5
18	CCC(C)NC(=O)CSC1=Nc2ccccc2C2=NC(CC(=O)NCc3ccccc3)C(=O)N12 (stereo not given)	9	-6	-14	3	-19	0	4	-16	-7	4	3
19	Cc1ccc(NC(=O)Nc2ccc3c(c2)nnn3C)cc1C	-30	-11	-12	-15	-11	-15	17	-12	3	-3	-24
20	Cc1ccc(S(=O)(=O)N2CCC(C(=O)N3CCCCCCC3)CC2)cc1	3	5	-6	12	-6	-14	14	7	-4	-7	-2
21	COc1cc2c(cc1NC(=O)CN(C)Cc1cccc(OC)c1OC)oc1ccccc12	18	10	-30	-21	-5	9	10	0	-2	-10	-1
22	CN(Cc1nccs1)C(=O)c1ccc(OC2CCN(CCc3ccccc3)CC2)cc1	9	-12	-3	11	17	7	9	9	8	4	-7
23	O=C(CN1CCOCC1)NN=C(c1ccccc1)c1ccccc1	10	2	-18	2	0	13	-8	1	-12	1	-26
24	CCN(c1ccccc1)S(=O)(=O)c1ccc(Cl)c(NC(=O)c2ccc(=O)[nH]n2)c1	-8	12	-5	-8	-1	-11	4	16	1	-11	-10
25	COc1ccc(NC(=O)CN(C)C(=O)C(CCSC)NC(=O)c2ccccc2)cc1 (stereo not given)	-10	-5	-3	6	-8	0	7	6	-7	15	-8
26	CCOC(=O)C1CCN(c2cc3c(cc2NC(=O)c2ccc(OC)c(OC)c2)n(C)c(=O)n3C)CC1	15	54*	11	-12	1	-13	21	15	9	9	2
27	Cc1cccc(C)c1-n1nnnc1C1c2ccccc2C(=O)N1CCC(C)C (stereo not given)	/	/	-23	-7	9	-15	4	/	/	/	/
28	CCN(CC)c1ccc(Nc2nc(N3CCOCC3)c3ccccc3n2)cc1	79	10	54*	35	34	60*	37	37	-8	-8	13
29	NC(=S)NC1CC2CC1C1C=CCC21 (stereo not given)	-1	-22	-1	-1	-11	7	-1	5	7	11	3
30	COc1cccc(/C(O)=C2/C(=O)C(=O)N(c3ccccn3)C2c2ccc(OC)c(OC)c2)c1 (stereo not given)	0	-21	10	-6	-17	3	-4	6	7	16	4
31	CCCC(=O)C1=C(O)C(C(=O)OC)C(C)(C)CC1=NCCc1ccccc1 (stereo not given)	-4	4	-5	2	6	1	2	-4	-2	0	-5
32	Cc1ccc(Cn2nc(C)c(NC(=O)C3(C)CC3(Br)Br)c2C)cc1 (stereo not given)	20	3	3	-7	13	-5	-2	7	7	-6	2
33	CCOCCCNC(=O)Cn1cc2c(n1)-c1c(oc(C(=O)N3CCCC3)c1C)CC2	4	16	-12	7	-1	-2	3	7	1	-7	-8
34	Cc1oc(C(N)=O)nc1-c1ccccc1	-8	9	3	6	-1	-4	-4	14	-4	2	7
35	COc1ccc(C(CNC(=O)c2ccc(Cl)c(NC(=O)c3cccs3)c2)N2CCCC2)cc1 (stereo not given)	-2	-12	-22	-17	-22	-10	0	4	-12	-9	-6
36	COc1ccc(N(CC(=O)Nc2cccc(N(C)S(C)(=O)=O)c2)S(=O)(=O)c2ccc(C)cc2)cc1	21	2	10	-7	10	-1	-2	24	8	-9	7
37	Cc1cc(NC(=O)CSc2[nH]c(=O)cc(C(F)(F)F)c2C#N)no1	-21	-5	-2	-1	-7	2	6	4	2	-7	8
38	CC1(c2ccc(OC(F)F)cc2)NC(=O)N(CC(=O)N2CCN(C(=O)c3ccco3)CC2)C1=O (stereo not given)	12	19	-10	-9	24	-4	-21	-2	-5	4	4
39	COC(=O)CSc1nnc(-c2sc3cc(OC)ccc3c2Cl)n1C	-13	3	12	10	-6	7	8	13	-1	3	7
40	Cc1ccc(S(=O)(=O)N(C)CC(=O)Nc2ccc(C)cn2)cc1	-13	-16	-7	-27	-17	-9	3	-18	-1	12	1
41	Cc1cc2nc3n(c2cc1C)CC1CC(C(=O)NCc2cccc(Br)c2)N(C)C31 (stereo not given)	7	16	-6	1	-8	14	-5	-12	0	-6	-6
42	CCN(CC)c1ccc(/C=N/NC(=O)c2ccc3nc[nH]c3c2)cc1	/	-5	-11	-6	-4	-5	-2	5	-9	10	-9
43	COc1ccccc1/C=C(/C(=O)OCC(=O)Nc1ccccc1C)c1ccccc1	-7	11	6	10	-27	11	-6	-10	1	-6	17
44	Cc1ccc(N(Cc2cc3cc(C)ccc3[nH]c2=O)S(=O)(=O)c2ccccc2)cc1	-2	18	11	8	3	-7	-10	-1	-2	-9	3
45	CC(c1ccccc1)n1cc(C(=O)NCC2CCCO2)nn1 (stereo not given)	4	4	-5	-32	3	19	0	16	-16	4	-8
46	COc1ccc(C(=O)Nc2nccs2)cc1OC	-33	-26	-24	-46	-28	-25	-6	-25	-19	2	-32
47	Cc1ccn2c(C(=O)NN=C3CCCCCCC3)c(C)nc2c1	-2	-19	-10	23	1	-18	-3	13	2	2	0
48	Cn1c(CN2CCOCC2)nc2cc(NC(=O)c3ccc(Cl)cc3)ccc21	-8	3	11	-5	8	50*	19	15	15	3	-4
49	Cc1nnc(SCC(=O)NC2CCCC2)n1CCc1ccccc1	6	-15	29	-1	11	4	-7	5	-3	19	1
50	CC(C)C[C@H](NC(=O)OC(C)(C)C)C(=O)NCC1CCC(C(=O)N[C@@H](Cc2ccccc2)C(=O)O)CC1 (stereo not given in full)	1	11	-4	5	3	8	4	-8	0	-2	-21
51	CN(CCOc1ccccc1)C(=O)c1ccc2c(c1)OCO2	-12	-7	-2	-42	-23	0	-4	-18	-13	9	-40
52	CC(=O)Nc1ccc(Cl)cc1C(=O)c1ccc[nH]1	-11	22	-2	-10	2	-4	-3	-7	-5	4	18
53	CC(C)(C)NCCOCCOc1ccccc1-c1ccccc1	-1	32	38	4	0	17	-6	13	-7	-12	12
54	O=C(NCC1CCCCC1)C12CN(Cc3ccccc3)CC1C(c1cccc([N+](=O)[O-])c1)=NO2 (stereo not given)	13	-22	-25	-26	26	6	-16	11	-3	5	5
55	CCn1nc2cc(C(=O)NCCc3cccs3)ccc2c1OC	-98	14	8	10	-154	-49	19	-87	7	-1	-79
56	O=C(NCc1ccccc1)C(c1ccc(F)cc1)N(Cc1cccs1)C(=O)c1cnccn1 (stereo not given)	-1	0	11	-3	15	-7	10	19	1	3	24
57	CCCCc1c(O)nc(SCC(=O)c2ccccc2)n(-c2ccccc2C)c1=O	/	-4	-23	2	-5	-13	3	3	0	8	6
58	CSC1=NCCN1S(=O)(=O)c1ccc(F)cc1	-6	-2	-1	4	-24	-34	-7	4	-5	-2	11
59	COc1ccc(-n2nc(C(=O)N3CCCCC3)c3ccccc3c2=O)cc1	9	1	3	-2	21	-2	0	13	3	4	-3
60	COc1ccc(CCNC(=O)CN(C)S(=O)(=O)c2cccs2)cc1	12	21	0	-8	1	13	-6	-8	3	-16	3

Complete entries, quoted from the list. Values in the order: Shn3 3UTR inh	CF NFkB block	TWEAK-Fn14 inh	TROY NFkB inh	NR5A2 inv ag	COUP-TFII inh	TRAIL sens C8	NCOA3 inh	EBV LMP1 NFkB	KKLEB tox	NCOA1 inh
O=C(NCC1CCCCC1)C12CN(Cc3ccccc3)CC1C(c1cccc([N+](=O)[O-])c1)=NO2 (stereo not given) is listed with 13	-22	-25	-26	26	6	-16	11	-3	5	5
COc1ccc(CCNC(=O)CN(C)S(=O)(=O)c2cccs2)cc1 is listed with 12	21	0	-8	1	13	-6	-8	3	-16	3

The list goes on.
No.	SMILES	Shn3 3UTR inh	CF NFkB block	TWEAK-Fn14 inh	TROY NFkB inh	NR5A2 inv ag	COUP-TFII inh	TRAIL sens C8	NCOA3 inh	EBV LMP1 NFkB	KKLEB tox	NCOA1 inh
61	CCc1cccc(C)c1NC(=O)CSc1nnc(CCCOc2ccc(Cl)cc2Cl)n1C	38	6	3	28	5	-4	17	10	13	-5	4
62	CC1Cc2cc(/C(O)=C3/C(=O)C(=O)N(CCN4CCOCC4)C3c3cccc(O)c3)ccc2O1 (stereo not given)	-51	-25	9	-18	-28	13	-3	-10	-2	15	-5
63	CCOc1cc(C(=O)NC(C)C2CCCO2)cc(OCC)c1OCC (stereo not given)	6	-16	-4	-8	3	-13	-3	10	1	0	-8
64	N/C(=N\OC(=O)c1ccc2ccccc2c1)c1ccccn1	66	19	96*	86*	-1	45*	71*	-11	56*	-68*	-47
65	CC(=O)Nc1cccc(C(=O)NN2C(=O)NC3(CCC(C)CC3)C2=O)c1 (stereo not given)	3	-55	0	1	7	-5	3	-14	2	12	-117
66	Cc1ccc(S(=O)(=O)N2CCN(C(=O)c3ccc(OCc4c(C)noc4C)cc3)CC2)cc1	13	-9	-3	3	7	14	-5	24	9	1	-7
67	CCOc1cccc(CNc2ccc(O)cc2)c1OCc1ccc(Cl)cc1Cl	33	8	15	10	-2	-7	4	0	4	-14	2
